Compound activity from PubChem BioAssay.
TCR activator: activates T cell receptor signaling; primary human leukocytes, anti-CD3, IL-2 HTRF, 48 h; 330,000 tested, under 10 active; Potency, µM (titrated, usually from 9.22 µM), for the others: at the top dose activation of IL-2 secretion, actives largely listed as activators; also: % of control where 0% means no effect
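48 hr co-incubation of compounds, a-CD3 beads and primary human leukocytes; IL-2 quantified homogeneously by HTRF with anti-IL-2 K and d2 conjugates.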
Mito fusion yeast: inhibitors of mitochondrial division or activators of mitochondrial fusion; AID 485298; S. cerevisiae fusion-defective mutant growth rescue, CellTiterGlo 48 h; Potency, µM (series often up to 46.1 µM), without a hit: top-dose growth rescue (activation), actives largely listed as activators; hit rate 0.23% among 320,000;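 also: potency is read from the fitted curve at half-maximal effect; % of control where 0% means no effect; nearly all actives have a fitted effect of over 45% in size; temperature-sensitive fusion mutants such as fzo1-1 at 37 °C on non-fermentable ethanol glycerol medium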
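Read-out: ATP-based luminescence (CellTiterGlo, 10 min ambient) reporting growth of fusion-defective ts yeast after 48 hours at 37C on glycerol/ethanol YPEG medium in the presence of compound.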
AT treatment: potential ataxia-telangiectasia treatments restoring KAP-1 phosphorylation. Potency, µM (series often up to 57.5 µM), without a hit: at the highest dose activation, hits mostly activators. hit rate 0.19% among 320,000. […] A-T fibroblasts, KAP-1 phosphorylation AlphaLISA; neocarzinostatin DNA damage 30 min before lysis; also: potency is read from the fitted curve at half-maximal effect; % of control where 0% means no effect; nearly all actives have a fitted effect of over 45% in size
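hTERT-immortalized A-T patient fibroblasts ([…]), 500 cells/well in OPTI-MEM, 1% FBS, got compounds for 60 min, then NCS for 30 min at 37C. Lysates were then assayed for phospho-KAP-1 by AlphaLISA (anti-pKAP1 donor, anti-KAP1 acceptor beads), 6 hr at 25C.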
TSHR antag: blocks TSH signaling through the human TSH receptor. activity change, negative = inhibition, % at 11.5 µM. TSHR-expressing cells, TSH-stimulated cAMP HTRF, 2 h; hits give low values. hit rate 0.2% among 330,000. P16473;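 active = activity change below a set negative limit, meaning inhibition stronger than a set level, cut at about -70% in these data; inconclusive = activity change between two set negative limits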; also: % is scaled to controls: 0 for no effect and ±100 for the full control effect
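Freshly harvested TSHR cells receive pin-tooled compound, then EC80 TSH at 4nM final. After 2 hours at 37 deg C, antibody in lysis buffer and cAMP-d2 are added; 30 minutes at ambient temperature precede the HTRF read.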
TRPV1 agonist: human TRPV1 agonism | AID 540275 | Q8NER1 | hit rate 0.19% among 320,000 | activation, % at 8.33 µM | TRPV1-expressing cells, Fluo-8 calcium influx, agonist mode; in the data active = activation above about 80%; inconclusive = between about 30% and that limit; also: 0% is about no effect
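Cells expressing TRPV1 were dye-loaded with Fluo-8 and read kinetically: 10 s baseline, 3 min after compound (agonist portion), then 2 min after EC20 capsaicin (allosteric enhancer portion). Calcium-bound dye fluorescence at 480/520 nm.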
Eya2 phos inh: Eya2 (human) phosphatase inhibition; O00167; recombinant Eya2, OMFP fluorescence dephosphorylation (OMFP is methylfluorescein phosphate); Potency, µM (top dose mostly 76.9 µM), for the others: at the highest dose activity, negative = inhibition, actives largely listed as inhibitors; hit rate 0.006% among 330,000; also: potency is read from the fitted curve at half-maximal effect; % is scaled to controls: 0 for no effect and ±100 for the full control effect
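Eya2 protein (added as 0.2 uM solution) was preincubated with compound for 10 min at ambient temperature in 50 mM HEPES pH 7.5, 50 mM NaCl, 5 uM MgCl2, 0.05% BSA, 1 mM DTT. OMFP (added at 50 uM) then reacted 10 min; fluorescence read at 485/525 nm.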
USP2a block: USP2a (human) protease inhibition | Potency, µM (highest dose often 38.3 µM), for the others: top-dose activity change, negative = inhibition, usual class: inhibitors | O75604 | hit rate 0.01% among 330,000 | AID 463254 | USP2 core, Ub-CHOP2 coupled fluorogenic reporter, 485/531;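 also: potency is read from the fitted curve at half-maximal effect; plate controls were DMSO wells for no effect and full inhibition by NEM control for full effect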
Target sequence (O75604 whole entry, looked up): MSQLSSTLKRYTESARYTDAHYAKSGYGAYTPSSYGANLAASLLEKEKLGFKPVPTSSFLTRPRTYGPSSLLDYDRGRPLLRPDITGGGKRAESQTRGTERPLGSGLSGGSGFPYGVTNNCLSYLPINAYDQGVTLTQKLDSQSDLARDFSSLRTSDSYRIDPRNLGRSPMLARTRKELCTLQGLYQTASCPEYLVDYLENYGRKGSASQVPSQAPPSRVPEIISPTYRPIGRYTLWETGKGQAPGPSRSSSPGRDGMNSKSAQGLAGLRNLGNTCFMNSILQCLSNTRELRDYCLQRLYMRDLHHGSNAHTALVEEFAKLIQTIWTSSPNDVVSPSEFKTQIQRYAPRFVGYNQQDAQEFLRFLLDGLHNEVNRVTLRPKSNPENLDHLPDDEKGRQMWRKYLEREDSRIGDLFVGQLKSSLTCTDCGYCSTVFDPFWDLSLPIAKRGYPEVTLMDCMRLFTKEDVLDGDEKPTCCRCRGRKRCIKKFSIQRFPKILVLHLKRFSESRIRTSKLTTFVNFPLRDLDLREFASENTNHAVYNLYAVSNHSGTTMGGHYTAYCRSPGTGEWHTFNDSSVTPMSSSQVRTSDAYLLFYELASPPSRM
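USP2 core (10nM final) preincubated 30min RT with compound in 20mM Tris-HCl pH 8.0, 2mM CaCl2, 2mM beta-mercaptoethanol, 0.05% CHAPS; 25nM Ub-CHOP2 plus 25nM reporter substrate added, fluorescence (Ex485/Em531) read after 60min.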
ELG1 DNA repair: inhibitors of ELG1-dependent DNA repair in HEK293T cells | HEK293T ELG1-luciferase reporter, luminescence, 16 h; DNA damage induced by 5-fluorouridine | Potency, µM (doses to about 46.1 µM), inactives show top-dose activity change, negative = inhibition, most hits filed as inhibitors | hit rate 2.3% among 330,000 | AID 504467; also: potency is read from the fitted curve at half-maximal effect; % is scaled to controls: 0 for no effect and ±100 for the full control effect; nearly all actives have a fitted effect of over 55% in size
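DMSO vehicle served as the neutral condition. Each well held 2,000 cells given 5-fluorouridine plus compound; after 16 hr at 37 °C/5% CO2, ONE-Glo was added and luciferase measured 30 min later.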
KCNH2 3.1 inh: KCNH2 3.1 (human) potassium channel inhibition; U2OS KCNH2 3.1, thallium flux FluxOr; hits give low values; activity change, % (tested at about 1.8 µM); hit rate 0.95% among 340,000; AID 720553;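 active = maximum activity change below -70%; inconclusive = maximum activity change from -70% to -50%; inactive = maximum activity change above -50%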;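 also: thallium influx rate constant from kinetic fluorescence after stimulation buffer; % is scaled to controls: 0 for no effect and ±100 for the full control effect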
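Normalized rate constant (relative to positive and negative DMSO controls) derived from a 2 min kinetic fluorescence read after stimulation; U2OS cells expressing the 3.1 isoform via virus at 1.77 x 10^8 /mL.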
hERG WT inh: inhibitors of human wildtype KCNH2 potassium channel; U2OS, BacMam KCNH2, thallium flux FluxOr; hits give low values; Q12809; hit rate 0.37% among 340,000; activity change, % at 1.84 µM; AID 720551;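 active = maximum activity change below -70%; inconclusive = maximum activity change between -70% and -50%; inactive = maximum activity change above -50%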; also: % is scaled to controls: 0 for no effect and ±100 for the full control effect
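U2OS cells were transduced with wild-type KCNH2 virus (2.03 x 10^8 / mL) for 4 h at room temperature, then cultured overnight at 37 C. Thallium flux was read with FluxOr dye. Rate constants were normalized to DMSO controls.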
* hit, by the source's call; i = inactive; ? = inconclusive; . = not tested or not shown; [ ] = remark or other dose. Unless noted, calls follow the shape of the dose curve; as a rule, active = well fitted curve in the direction sought with a large enough effect; inconclusive = small, poorly fitted or top-dose-only effect, or another doubt; inactive = no such curve, though single readings can be large; an effect the other way counts as inactive or inconclusive.

SMILES | TCR activator | Mito fusion yeast | AT treatment | TSHR antag | TRPV1 agonist | Eya2 phos inh | USP2a block | ELG1 DNA repair | KCNH2 3.1 inh | hERG WT inh
O=C1C2C(c3ccccc3)C=CC(c3ccccc3)C2C(=O)N1C1CCCCC1 (centres undefined) | 2% | -1% | 4% | 28 | 0 | 12% | 1% | 25% | -20 | -1
COc1ccc(NC(=S)Nc2cc(C)ccn2)c(OC)c1 | 3%[46.1 µM] | 0% | 2% | -9 | 1 | 4% | 1% | ? | 2 | -11
COc1ccc(-c2cc(C(=O)N3CCCC3)no2)cc1 | -3% | -5% | -5% | 16 | ? | -2% | 3% | ? | -2 | -3
Cc1nn(-c2cccc(C(F)(F)F)c2)c(Cl)c1/C=N/Nc1cccc(C(=O)O)c1 | 3%[46.1 µM] | 24% | -4% | -8 | -1 | -9% | 1% | ? | -17 | 3
Cc1oc(S(=O)(=O)N2CCCCC2)cc1NC(=O)Nc1ccc(Cl)cc1 | 3% | 2% | 1% | -6 | ? | -3% | -1% | ? | -8 | -34
Cc1c(C)n(C)c2ccc(C(=O)N3CCN(c4ccccn4)CC3)cc12 | -5% | 9% | -2% | -7 | 0 | -16% | 2% | -1% | 6 | -17
O=C(Nc1ccc(Cl)cc1)c1nc[nH]c1C(=O)NCCCNC(=O)c1[nH]cnc1C(=O)Nc1ccc(Cl)cc1 | . | . | 7% | -15 | . | 6% | 6% | 2.6µM* | . | .
CCCCn1c(NS(=O)(=O)c2ccccc2)c(S(=O)(=O)c2ccc(C)cc2)c2nc3ccccc3nc21 | -19%[46.1 µM] | -21% | 4% | 16 | 1 | 1% | 1% | 18µM* | -3 | -13
CCc1ccc(NC(=O)c2cnn3ccccc23)cc1 | -6% | -2% | 7% | -23 | ? | 8% | 3% | ? | 0 | 5
CCONC(=NC)c1nonc1N | -5%[46.1 µM] | -6% | -2% | 4 | 0 | 0% | -2% | -3% | . | -12
Cc1ccc(S(=O)(=O)Nc2ccccc2CNc2ccc(Br)cn2)cc1 | 0% | -23% | -14% | -5 | 5 | 5% | -7% | -10% | -7 | -7
CCc1c(C)c(C#N)c2nc3ccccc3n2c1NCCOC | 0% | ? | 20% | -4 | -4 | -29% | 1% | ? | 8 | 1
Cc1ccc(C(=O)O/N=C/c2ccc3c(c2)OCO3)cc1 | -2%[46.1 µM] | 0% | -3% | -10 | 16 | 3% | -1% | 4% | -9 | 19
COc1ccc(C2C=C(C34CC5CC(CC(C5)C3)C4)NC(=S)N2)cc1OC (centres undefined) | -1%[46.1 µM] | 18% | 2% | -4 | 2 | 15% | 7% | ? | 1 | -12
O=[N+]([O-])c1ccc2c(c1)C(N1CCOCC1)/C(=C/C1(O)CCCCC1)O2 (centres undefined) | 1% | -5% | 4% | 28 | -2 | 0% | 2% | 4% | -30 | 5
Cc1ccc(NC(=O)CCN2CCCCC2)cc1 | 3% | 2% | 7% | 8 | 0 | 7% | -2% | 24% | -12 | 2
CN1CCN(S(=O)(=O)c2cc([N+](=O)[O-])ccc2N/N=C/c2ccc(Cl)cc2)CC1 | 1%[46.1 µM] | -3% | 0% | -5 | 1 | -6% | 0% | ? | 2 | 3
Nn1cnnc1SCC(=O)N(C1CCCCC1)C1CCCCC1 | 0% | 2% | 1% | -9 | -2 | -2% | 0% | 8% | 5 | 4
COC(=O)CC1=NC(=O)CS1 | 7% | -1% | 7% | 1 | -1 | 1% | -8% | 6% | 9 | 0
C/C(=N\NC(=O)CCCCCNC(=O)c1ccccc1)c1ccccc1O | 0%[46.1 µM] | -4% | 0% | 1 | 0 | 3% | 1% | -6% | 4 | -4
COc1ccc(-c2nc3cc([N+](=O)[O-])ccc3o2)cc1OC | -1% | 5% | 12% | 1 | -2 | -1% | 2% | 2% | 4 | -12
CCOC(=O)N1CCC(N2C(=O)c3ccc(C(=O)Nc4ccc(OC)c(OC)c4)cc3C2=O)CC1 | 7% | 5% | 0% | 16 | 4 | 2% | 0% | 4% | 2 | -5
COc1ccc(/C=C/C(=O)N(Cc2cccs2)C2CCS(=O)(=O)C2)cc1 (centres undefined) | 6% | 0% | 0% | -9 | 1 | ? | 2% | 0% | -5 | 1
O=c1c2c(nc3cc(-c4ccccc4Cl)[nH]n13)CCS2 | 0% | 0% | 5% | -8 | 1 | 11% | 3% | ? | -7 | i
Cc1ccc(C(NC(=O)c2ccccc2)C(Cl)(Cl)Cl)cc1 (centres undefined) | 0%[46.1 µM] | 9% | 7% | -29 | 15 | 1% | 2% | -1% | -10 | 8
CCc1[nH]nc2c1C(c1cccnc1)C(C#N)=C(N)O2 (centres undefined) | 1% | -1% | . | . | 1 | . | . | . | 1 | 5
CC(C)n1c(COc2ccccc2)nc2ccccc21 | -2% | -9% | -16% | 3 | 29 | -6% | -4% | 1% | -1 | 7
Cc1cccc(C)c1NC(=O)CSc1nc2ccccc2c(=O)[nH]1 | 1% | -2% | -8% | 16 | -2 | -5% | 1% | 3% | -10 | -2
Cc1ccc(C(=O)Nc2nc(=O)n(C(=O)C3CC3)s2)cc1 | -2% | 4% | 2% | -12 | 2 | 12% | 1% | -2% | -21 | 3
O=C(Nc1ccc(S(=O)(=O)NCCc2ccccc2)cc1)c1ccncc1 | 11% | 0% | 19% | 5 | 1 | 4% | 1% | 13% | 19 | -4
CCOC(=O)c1ccoc1CSCC(=O)N1CCN(S(=O)(=O)c2ccc(C)cc2)CC1 | -1% | -6% | 5% | -5 | 1 | -1% | -1% | -22% | 0 | 0
COC(=O)Cn1c(CN2CCc3ccccc3C2)nc2c1c(=O)n(C)c(=O)n2C | 0% | -8% | -5% | -7 | 5 | -12% | 3% | -14% | 12 | 21
COc1ccc(-n2c(Cn3nnc4ccccc43)nnc2SCC(=O)O)cc1 | -4% | 4% | 5% | 13 | -3 | -2% | 0% | 5% | 9 | 13
CCC(CC)NC(=O)COC(=O)CCC(=O)c1cccs1 | 2%[46.1 µM] | -1% | 5% | 14 | 0 | 5% | 0% | 13% | -3 | .
Clc1cccc(Cl)c1C1=NOC(c2nnc(-c3ccccc3)o2)C1 (centres undefined) | -1% | 20% | -14% | 13 | 25 | 0% | -1% | ? | 0 | 2
CC(C)c1ccc(CC(NC(=O)c2ccccc2)C(=O)NCC(=O)O)cc1 (centres undefined) | 0% | 6% | -3% | -2 | 1 | 3% | 2% | 9% | 4 | -4
Cn1c(COc2ccccc2)nnc1SCc1nc2ccccc2[nH]1 | 1% | 8% | -1% | -10 | 1 | -27% | 0% | -14% | 14 | -4
CN(C)c1nc(-c2ccccc2)nc(-c2ccc(Cl)cc2)c1C#N | 2% | -2% | 8% | 24 | -1 | -5% | 2% | ? | -5 | -13
Cc1ccccc1NC(=O)c1cccc(S(=O)(=O)Nc2cccc(C(=O)O)c2)c1 | . | 3% | -1% | -4 | -3 | 13% | 0% | -3% | -3 | 12
CC(C)C(NC(=O)c1ccccc1F)C(=O)OCC(=O)c1ccc(F)cc1 (centres undefined) | -2% | -1% | 1% | 3 | 14 | 5% | 0% | 3% | 16 | 13
O=C(c1ccc(Cl)cc1)[C@@H]1[C@@H]2C(=O)N(c3ccccc3)C(=O)[C@@H]2C2c3ccccc3C=NN21 (some centres undefined) | -1%[46.1 µM] | 6% | -6% | -6 | -1 | 5% | 0% | -17% | 37 | -1
COC(=O)c1c(NC(=O)CN2CCOCC2)sc2c1CCC(C)C2 (centres undefined) | 1% | 12% | 18% | 11 | 6 | 7% | -2% | ? | 0 | 3
COc1ccc(CNC(=O)COC(=O)c2cncc(Br)c2)cc1 | 3% | 0% | -3% | 3 | 6 | -3% | 1% | -2% | -10 | -5
O=C(/N=C1/c2ccccc2CN1c1ccccc1)Nc1ccccc1 | -3%[46.1 µM] | 4% | -3% | 10 | 10 | -3% | 2% | 10% | -4 | 7
CC(C)(C)C1CCc2c(sc(NC(=O)CSc3nnc(-c4ccccc4)o3)c2C#N)C1 (centres undefined) | -1%[46.1 µM] | 1% | 2% | -5 | -14 | -17% | 2% | -10% | -6 | -12
C/C(CC(=O)Nc1ccc(Cl)cc1C(F)(F)F)=N\NC(=O)c1ccccn1 | 5% | 9% | 3% | 10 | 5 | -14% | 3% | ? | -10 | 3
Cc1ccc(-c2cc(-c3ccc(F)cc3)c(C#N)c(N)n2)o1 | 1% | 3% | ? | -5 | 1 | -2% | 3% | 0% | . | -2

Not all compounds are listed, so the mix of outcomes need not match the whole.
